# sdo1 growth = sdo1-depleted yeast growth rescue; actives 0.21% (n = 140,000); z-score at 10 µM; S. cerevisiae sdo1-depleted JHY4D growth rescue, OD600 30 h; active compounds read high; pdr5 snq2 efflux-pump mutant strain;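 active means z-score above 3 at both the 24 hr and the 30 hr optical density reads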;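 further: z-score against mean and SD of all compound wells on the same plate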
# Insulin prom inh = TRM-6 insulin promoter activity inhibition | TRM-6 cells (human fetal islet line), insulin promoter-eGFP reporter, imaging; reporter expression induced with tamoxifen | inhibition, % at 2 µM | actives 0.9% (n = 130,000) | AID 1273;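 active means inhibition above the mean plus 3 SD, with well images judged a real hit on visual review, cut at about 60% in these data, passing the limit was not always enough; inconclusive means inhibition over the cutoff but images rejected on review; inactive means inhibition not above the cutoff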
# sdo1 growth Rescue 24 h = also measured in sdo1 growth; calls as there; z-score; S. cerevisiae sdo1-depleted JHY4D growth rescue, OD600; measured here: growth rescue at 24 h;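 0 is the plate mean of compound wells and units are plate SD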
# Starred values were filed as active, the others as inactive; ? = inconclusive; . = no result given; & = joins results of further samples. Not all compounds are listed (hit frequency here may not be typical).
SMILES,sdo1 growth,sdo1 growth Rescue 24 h,Insulin prom inh
COCC(=O)N(CCc1ccc(OC)cc1)Cc1nc2ccccc2c(=O)[nH]1,0.15,-0.83,.
CCc1nnc(NS(=O)(=O)c2ccc(NC(=S)NC(=O)c3ccc(OC)c(OC)c3)cc2)s1,0.41,0.02,50
CCN(Cc1ccccc1)C(=O)C1CCN(Cc2sccc2C)CC1,0.16,0.35,8
COc1ccc(CC(NC(C)=O)C(=O)NC2CCN(c3nnnn3-c3ccccc3)CC2)cc1 (stereo not drawn),0.75,0.25,30
O=C(O)c1cccc(Nc2nc(Nc3ccccc3)nc(N3CCCC3)n2)c1,.,.,-33
COc1ccc(N(CC(=O)Nc2c(C)n(C)n(-c3ccccc3)c2=O)S(=O)(=O)c2ccc(F)cc2)cc1,0.84,0.08,5
O=C(Nc1ccc(Cl)c(Cl)c1)Nc1nnc(-c2ccncc2)s1,-0.67,0.66,.
CC(C)CNC(=O)NC1(C(F)(F)F)Oc2ccccc2O1,.,.,-13
COC(=O)c1ccccc1NC(=O)CN1CCN(c2ccccn2)CC1,.,.,36
C=CCNc1sc(C(=O)c2ccccc2)c(N)c1C#N,-0.64,1.6,-3
CCN(CC)C(=O)C1CC(=O)OC1(C)C (stereo not drawn),0.78,0.43,-40
Cc1c(NC(=O)C2CC(c3cccc(Br)c3)=NO2)c(=O)n(-c2ccccc2)n1C (stereo not drawn),.,.,-16
COc1cc(N2CCCC2)c(OC)cc1/C=c1/sc2nc3ccccc3n2c1=O,-0.66,1.4,.
CC1CC(C)CN(c2cc(=O)n(Cc3ccc(F)cc3)c(=O)[nH]2)C1 (stereo not drawn),2.1,2.5,.
O=C(N/N=C/c1ccc(OC(=O)c2ccccc2)cc1)c1cccc(O)c1,.,.,33
CCOC(=O)c1c(NC(=S)Nc2ccccc2)sc2c1CCCCC2,-0.9,-0.92,0
O=C(CSCc1ccccc1)N1CCN(c2ccc(F)cc2)CC1,-1.1,-0.78,4
Cc1cc(NC(=O)c2ccc(NC(=O)C(C)Oc3ccccc3)cc2)no1 (stereo not drawn),-0.75,-1.2,.
O=C(CSc1nc2nc[nH]c2c(=O)[nH]1)NC1CCCCC1,1.1,1.6,27
Cc1nc(C(=O)Nc2cccc(Cl)c2)nn1-c1cc(OC(C)C)c(Cl)cc1Cl,-1.7,-1.4,-47
O=C(c1ccccn1)N1CCN(C(=O)c2ccccn2)CC1,1.3,0.28,-3
O=C(Cn1cc2c(n1)CCCCC2)Nc1c(F)c(F)cc(F)c1F,-1.8,-1.6,.
O=C(Nc1ccccc1)c1ccc(-c2ccc(Br)cc2)o1,-1.8,-1.3,-206
O=C(COC(=O)CCc1nc2ccccc2s1)Nc1ccc(Cl)cn1,0.88,0.93,.
CCn1ccc(C(=O)Nc2ccc(Cl)cn2)n1,0.06,1.2,.
# Next part.
SMILES,sdo1 growth,sdo1 growth Rescue 24 h,Insulin prom inh
CC1Cc2ccccc2N1C(=O)c1cnc2sccn2c1=O (stereo not drawn),0.39,0.56,.
O=C(COc1ccc(S(=O)(=O)N2CCOCC2)cc1)Nc1ccc(Cl)c(C(F)(F)F)c1,-0.51,-0.71,16
COc1cccc(N=C2SC(C(=O)Nc3ccccc3F)CC(=O)N2C)c1 (stereo not drawn),-0.07,-0.38,.
CC(C)C(OC(=O)CN1C(=O)COc2ccccc21)C(=O)NC1CCCC1 (stereo not drawn),0.12,0.16,.
O=C(OCc1ccccc1)C1CCCN1C(=O)c1cccs1 (stereo not drawn),-0.28,-0.32,70
CCN(CC)CCOC(=O)c1c(C)oc2ccc(O)cc12,-0.08,-0.12,-57
O=C(c1ccccc1F)N1CCc2ccccc21,.,.,-54
COc1ccccc1/C=N/NC(=O)C(C)Cn1cnc2ccccc21 (stereo not drawn),0.67,0.27,.
CC1=C(C(=O)OCc2ccccc2)C(c2ccc(C)o2)C2=C(CCCC2=O)N1 (stereo not drawn),0.1,-0.34,-15
Cn1cccc1-c1nc2ccccc2n1C,.,.,-300
Brc1ccc(CSc2nnc(-c3cnccn3)n2Cc2ccco2)cc1,-2,-1.7,.
CCC(=O)Nc1sccc1C(=O)OC,-0.27,-0.47,-42
COc1ccc(/C=C/C(=O)NCCc2ccc(S(N)(=O)=O)cc2)cc1,0.5,0.2,-8
COc1ccc(-n2c(SCC(=O)NNC(=O)c3ccc(C)cc3)nnc2-c2ccncc2)cc1,0.67,0.4,.
O=C(Nc1ccc(N2CCOCC2)nc1)c1ccc(C(F)(F)F)cc1,.,.,-236
COC(=O)c1[nH]c2cccc(C)c2c1NC(=O)CN1CCN(C(=O)c2ccco2)CC1,-0.34,-0.26,52
Cc1ccc(OCC(=O)Nc2ccc(N(C)C)cc2)cc1,-0.51,-0.47,-23
Cc1c(Cl)cccc1NC(=O)CNc1cccc(S(=O)(=O)N(C)C)c1,-0.69,-0.63,-35
Cc1cccc2sc(NNC(=O)C3COc4ccccc4O3)nc12 (stereo not drawn),-1.1,-0.93,0
O=C(CSc1ncc(-c2ccccc2)nn1)NCc1ccco1,-0.91,-1.3,26
CCCOC(=O)CSC1=C(C#N)C(c2ccccc2OCC)C(C#N)C(=O)N1 (stereo not drawn),1.2,0.16,-60
COc1ccc(S(=O)(=O)N2c3ccccc3OCC2c2ccccc2)cc1 (stereo not drawn),-1.5,-1.3,.
CCOC(=O)c1c(C)[nH]c(C(=O)COC(=O)C(C)Oc2ccc(Cl)cc2Cl)c1C (stereo not drawn),0.17,1.9,-19
COc1cccc(/C=N/NC(=S)Nc2cccc(C(=O)O)c2)c1O,.,.,36
CCC1(CC)NC(=O)NC1=O,0.71,0.28,91*

# An excerpt from above in order of molar mass, lowest first.
SMILES,sdo1 growth,sdo1 growth Rescue 24 h,Insulin prom inh
Cn1cccc1-c1nc2ccccc2n1C,.,.,-300
CCC(=O)Nc1sccc1C(=O)OC,-0.27,-0.47,-42
O=C(c1ccccc1F)N1CCc2ccccc21,.,.,-54
CC1Cc2ccccc2N1C(=O)c1cnc2sccn2c1=O (stereo not drawn),0.39,0.56,.
O=C(CSc1ncc(-c2ccccc2)nn1)NCc1ccco1,-0.91,-1.3,26
Cc1cccc2sc(NNC(=O)C3COc4ccccc4O3)nc12 (stereo not drawn),-1.1,-0.93,0
COc1cccc(/C=N/NC(=S)Nc2cccc(C(=O)O)c2)c1O,.,.,36
CC(C)C(OC(=O)CN1C(=O)COc2ccccc21)C(=O)NC1CCCC1 (stereo not drawn),0.12,0.16,.
CC1=C(C(=O)OCc2ccccc2)C(c2ccc(C)o2)C2=C(CCCC2=O)N1 (stereo not drawn),0.1,-0.34,-15
COc1ccc(S(=O)(=O)N2c3ccccc3OCC2c2ccccc2)cc1 (stereo not drawn),-1.5,-1.3,.
COc1cccc(N=C2SC(C(=O)Nc3ccccc3F)CC(=O)N2C)c1 (stereo not drawn),-0.07,-0.38,.
COC(=O)c1[nH]c2cccc(C)c2c1NC(=O)CN1CCN(C(=O)c2ccco2)CC1,-0.34,-0.26,52
Brc1ccc(CSc2nnc(-c3cnccn3)n2Cc2ccco2)cc1,-2,-1.7,.
COc1ccc(-n2c(SCC(=O)NNC(=O)c3ccc(C)cc3)nnc2-c2ccncc2)cc1,0.67,0.4,.
O=C(COc1ccc(S(=O)(=O)N2CCOCC2)cc1)Nc1ccc(Cl)c(C(F)(F)F)c1,-0.51,-0.71,16

# Continued.
SMILES,sdo1 growth,sdo1 growth Rescue 24 h,Insulin prom inh
COC(=O)[C@H](C)NC(=O)Nc1ccc(OC)cc1OC,0.32,-0.59,.
CN1CCN(C(=O)CC23CC4CC(CC(C4)C2)C3)CC1,0.55,0.84,30
Cc1cccc(Cn2cnc3c(nnn3Cc3ccc(F)cc3)c2=O)c1,-1.8,1,-43
CCOC(=O)c1[nH]c(C)c(C(=O)NC(C)CC)c1C (stereo not drawn),-0.27,-0.9,.
CN(Cc1nc(Cc2cccc(F)c2)no1)CC1COCCO1 (stereo not drawn),.,.,-21
CC(C(=O)Nc1ccccc1)c1ccc(-c2ccccc2)c(F)c1 (stereo not drawn),-0.75,0.12,-10
Cn1c(Cl)c(/C=N/OC(=O)C(C)(C)C)c2ccccc21,.,.,-2
O=S(Cc1ccc(Cl)cc1)CC(O)(c1ccccc1)c1ccccc1 (stereo not drawn),-0.3,1,.
O=C(CCN1C(=O)c2ccccc2C1=O)Nc1ccc(F)cc1,-0.11,-0.39,-5
O=C(Nc1nnc(COc2ccc(Cl)cc2)s1)C1CCCO1 (stereo not drawn),0.42,0.36,39
COc1ccc(-c2nnc(SCC(=O)NCc3cccs3)n2C(C)C)cc1,0.41,0.25,-147
O=C(NCCN1CCCCC1)c1cc2ccccc2[nH]1,-0.06,-0.25,12
COC(=O)C(C(C)=O)C1=C/C(=N\S(=O)(=O)c2ccc(C)cc2)c2ccccc2C1=O (stereo not drawn),-1.3,-1.3,-47
CCCN1C(=O)c2ccc(C(=O)Nc3nccs3)cc2C1=O,1,0.72,-475
CCn1c(SCC(=O)NCc2ccco2)nnc1-c1c[nH]c2ccccc12,0.77,0.02,-58
O=C1CC(N2CCOCC2)C(=O)N1c1ccccc1Cl (stereo not drawn),0.26,-0.18,-48
CCOC(=O)NN1C(=O)c2ccccc2NC1(C)C,.,.,29
CCOC(=O)c1c(C)[nH]c(C)c1C(=O)COC(=O)/C=C/c1cccc(C(F)(F)F)c1,-1.5,-0.61,14
CCOC(=O)C1=C(C)NC(SC)=NC1c1ccc(OC)cc1 (stereo not drawn),-0.4,-1.1,-438
Cc1occc1C(=O)Nc1cccc(C(F)(F)F)c1,0.43,0.57,58
COC(=O)Nc1ncc(CN2CCCCC2)s1,1.2,0.61,38
CCOC(=O)NC1(C(F)(F)F)NC(=O)N(C2CCCCC2)C1=O (stereo not drawn),0.15,0.13,10
CN1CCN(C(=S)NC(=O)c2ccc(-c3ccccc3)cc2)CC1,.,.,-16
C=CCn1cc(C(C)=O)c(=O)[nH]c1=O,.,.,18
COc1ccc(C(=O)NCC(=O)OCn2nnc3ccccc3c2=O)cc1OC,.,.,-7
# The listing continues:
SMILES,sdo1 growth,sdo1 growth Rescue 24 h,Insulin prom inh
COc1cc(-c2nc3ccccn3c2NCC2CCCO2)ccc1O (stereo not drawn),-0.69,-0.95,.
COC(=O)CSC1=C(C#N)C(=O)NC2(CCCCC2)S1,0.73,0.12,.
C(=C\c1ccccc1)/CN1CCN(C(c2ccccc2)c2ccccc2)CC1,-2.5,-1,-10
c1ccc(-c2cc(N3CCCCCC3)n[nH]2)cc1,-0.46,-0.51,-13
Cc1c2c(nc3c(C)cccc13)OC(C)C2 (stereo not drawn),0.19,0.16,-13
S=c1nc[nH]c2c1sc1nc(-c3ccccc3)c3c(c12)CCCC3,-0.97,0.47,.
O=C(CNc1ccc(Oc2ccccc2)cc1)N1CCOCC1,1.3,1.7,?
COCCOC(=O)c1c(C)oc2ccc(OCc3cc(C(=O)OC)oc3C)cc12,0.54,0.3,3
CC(C)Cn1c(N)c(C(=O)COC(=O)c2cc(F)cc(F)c2)c(=O)n(C)c1=O,.,.,17
Cc1ccc(C)c(N2CCN(C(=O)COc3cc(=O)n(C)c4ccccc34)CC2)c1,-1.4,-0.52,9
CC(C)CNS(=O)(=O)c1ccc(C(=O)Nc2ccc3c(c2)OCCO3)cc1,1.2,1.6,.
CNC(=O)COC(=O)c1ccc([N+](=O)[O-])cc1Cl,0.42,0.36,.
CN(c1c(C#N)c(C(F)(F)F)nn1C)N(S(C)(=O)=O)S(C)(=O)=O,.,.,0
CCOC(=O)c1ccc(NC(=O)C2C3C=CC(C3)C2C(=O)O)cc1 (stereo not drawn),1.3,-0.47,.
O=C(CSc1nc2ccccc2c(=O)[nH]1)c1ccc(O)c(O)c1,1.1,1.1,.
CC1=C(C(=O)Nc2ccccc2)C(c2ccccn2)n2ncnc2N1 (stereo not drawn),0.69,1.1,-64
CCn1c(SCC#N)nc2c(c1=O)C1(CCCC1)Cc1ccccc1-2,-1.1,-0.58,9
Cn1nnnc1SCC(=O)c1ccco1,1.6,0.85,.
COc1cc(NC2=Nc3cccc4cccc2c34)cc(OC)c1OC,-0.25,-0.21,19
CCOCCCN1CC(C(=O)NCc2ccc3c(c2)OCO3)CC1=O (stereo not drawn),.,.,-20
COc1ccccc1CNC(=O)C1CCCN(S(=O)(=O)c2c(C)[nH]c(=O)[nH]c2=O)C1 (stereo not drawn),0.75,0.03,-12
COc1ccc(-c2ccc(-c3nnc(-c4ccncc4)o3)cc2)cc1,-0.7,-0.15,.
O=C(Nc1cccnc1)Nc1ccc(F)c(Cl)c1,-0.16,0.14,32
CC1CCc2nc(NC(=O)Nc3ccc4c(c3)OCO4)sc2C1 (stereo not drawn),-1.1,-0.54,.
C=CCS/C(=N\n1cnc2ccccc2c1=O)N(CC)CC,0.53,0.42,-3
# Other entries follow:
SMILES,sdo1 growth,sdo1 growth Rescue 24 h,Insulin prom inh
COCc1cc(C)n(CC(=O)N/N=C/c2ccc(-c3ccc(Cl)c(C(=O)O)c3)o2)c(=O)c1C#N,-0.08,-0.6,-177
CC1Oc2ccccc2OC1(O)c1ccc2ccccc2n1 (stereo not drawn),-0.04,-0.09,-13
CC(C)c1ccc(NC(=O)CN(Cc2ccccc2)S(C)(=O)=O)cc1,-0.93,-0.41,-83
COC(=O)C(CC(=O)c1ccc(Br)cc1)n1ccnc1 (stereo not drawn),-3.5,-2.4,27
CC(C)CNC(=O)CC(=O)NN=C1CCCC1,0.36,0.25,7
COc1ccccc1CNC(=O)CCn1c(=O)[nH]c2ccsc2c1=O,0.36,-0.19,7
COc1ccc(Cc2nnc(SCC(=O)Nc3ncc(C)s3)o2)cc1,0.17,0.18,70
COc1ccc(C2C(C#N)C(C#N)N3CCCN23)cc1 (stereo not drawn),0.15&2.3,0.07&1.7,-36
Cc1ccc(NC(=O)CCNS(=O)(=O)c2cccc3nsnc23)cc1,0.85,0.69,-39
OC1CCCCC1Sc1nc2ccccc2s1 (stereo not drawn),-0.89,-0.98,28
